# Arrestin-AP2 inh – inhibitors of beta-arrestin/AP2 binding, primary screen, biochemical, GPCR trafficking, flow cytometry; beta-arrestin 1 C-terminal peptide binding to AP2 beta2-adaptin appendage (human); AID 504490, 2011; inhibition, % at 10 µM; FITC-arrestin peptide / GST-AP2 beads; AP2 beta2 appendage carries R879A mutation; 340,000 tested, 0.31% active;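 active means inhibition above a set limit, near 3 SD of compounds lacking own fluorescence, cut at about 54% in these data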;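 further: plate controls were DMSO wells for no effect and 5 µM unlabelled arrestin peptide for full effect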
#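 System: GST-AP2 R879A glutathione beads. Medium: PBS with 0.05% Tween 20 and 0.1% BSA. Also added: FITC-arrestin peptide, 50 nM. Incubation: 12 min plus 1 h, RT. Measured by: high-throughput flow cytometry of beads, ex 488, em 535 nm. Evaluation: percent drop in bead-associated FITC signal.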
# CAL PDZ FP-1 – CAL PDZ peptide-binding inhibitors, primary screen, biochemical, fluorescence polarization, Cer-tagged CAL PDZ, HTS | Golgi-associated PDZ and coiled-coil motif-containing protein (Homo sapiens), Q9HD26 | 330,000 tested, 0.02% active | inhibition, % at 20 µM | AID 504414, 2011 | purified CAL PDZ, TMR-peptide fluorescence polarization, 1 h;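 active means highest replicate inhibition of at least 40%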;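 further: plate controls were DMSO neutral control wells for no effect and unlabeled competitor peptide control wells for full effect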
#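 Test system: purified CerCALP PDZ construct; Compound dosing: one concentration, 20 µM compound; Also added: TMR-labelled reporter peptide T*-PRC34 bound in PDZ groove; Read-out: inhibition from polarization loss; Controls: unlabelled peptide and DMSO controls; Signal: FP readout, S and P plane fluorescence; Incubation: 1 h at RT.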
# DAGLB inhibitor – DAGLB lipase inhibitors, primary screen, biochemical, fluorescence, HTS; HEK293T DAGLB membrane lysate, EnzChek fluorogenic substrate; inhibition, % at 5.17 µM; 340,000 tested, 0.059% active; in the data active means inhibition above about 34%;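 further: 0% = enzyme with vehicle and 100% = wells lacking enzyme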
# Pemphigus Ab inh – inhibitors of pemphigus antibody binding to DSG3, primary screen, biochemical, bead-based, flow cytometry, scFv-GFP; DSG3-coupled beads, scFv-anti-DSG3-GFP binding; active compounds read low; binding (percent of control), % at 10 µM; 310,000 tested, 0.48% active;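 active means binding more than 3 SD below its plate's average and above zero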;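 further: hits lower antibody fragment binding to DSG3; some compounds called inactive have numbers as strong as hits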
# CAL PDZ FP-2 – untagged CAL PDZ binding inhibitors, primary screen, biochemical, fluorescence polarization, HTS | Golgi-associated PDZ and coiled-coil motif-containing protein (Homo sapiens), Q9HD26 | purified CAL PDZ, TMR-peptide fluorescence polarization, 1 h | inhibition, % at 24.9 µM | 300,000 tested, 0.92% active | AID 602252, 2012;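 active means mean inhibition of at least 30% with at least half of replicates also reaching 30%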;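 further: 0% = DMSO neutral control and 100% = excess unlabeled competitor peptide PRC23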
# Keap1-Nrf2 PPI – Keap1-Nrf2 protein-protein interaction inhibitors, primary screen, biochemical, fluorescence polarization, single point; Kelch-like ECH-associated protein 1 (Homo sapiens), Q14145; Keap1 Kelch-Nrf2 peptide fluorescence polarization, 1536-well; inhibition, % at 9.4 µM; 340,000 tested, 0.15% active; AID 504523, 2011; in the data active means inhibition above about 12%;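 further: human Keap1 Kelch domain with fluorescein labeled Nrf2 9mer peptide probe; 0% = neutral control wells and 100% = peptide positive control; higher means more block of Keap1 binding to Nrf2 peptide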
# V-ATPase pH – regulators of yeast V-ATPase proton pumping, primary screen, pHLuorin cytosolic pH fluorescence | S. cerevisiae | response, % at 10 µM | 350,000 tested, 0.37% active; in the data active means response mostly above about 7.3%, no sharp cut-off; inactive means mostly below about 5.4%; further: actives read high; inactives centre near 0; some compounds called inactive have numbers as strong as hits
# NSD2 inh – NSD2 histone methyltransferase inhibitors, primary screen, biochemical, AlphaScreen, single concentration, set 2; NSD2 peptide methylation, 120 min; 310,000 tested, 0.54% active; inhibition, % at 12.5 µM; in the data active means inhibition above about 50%
# Target sequence (O96028 whole entry, looked up): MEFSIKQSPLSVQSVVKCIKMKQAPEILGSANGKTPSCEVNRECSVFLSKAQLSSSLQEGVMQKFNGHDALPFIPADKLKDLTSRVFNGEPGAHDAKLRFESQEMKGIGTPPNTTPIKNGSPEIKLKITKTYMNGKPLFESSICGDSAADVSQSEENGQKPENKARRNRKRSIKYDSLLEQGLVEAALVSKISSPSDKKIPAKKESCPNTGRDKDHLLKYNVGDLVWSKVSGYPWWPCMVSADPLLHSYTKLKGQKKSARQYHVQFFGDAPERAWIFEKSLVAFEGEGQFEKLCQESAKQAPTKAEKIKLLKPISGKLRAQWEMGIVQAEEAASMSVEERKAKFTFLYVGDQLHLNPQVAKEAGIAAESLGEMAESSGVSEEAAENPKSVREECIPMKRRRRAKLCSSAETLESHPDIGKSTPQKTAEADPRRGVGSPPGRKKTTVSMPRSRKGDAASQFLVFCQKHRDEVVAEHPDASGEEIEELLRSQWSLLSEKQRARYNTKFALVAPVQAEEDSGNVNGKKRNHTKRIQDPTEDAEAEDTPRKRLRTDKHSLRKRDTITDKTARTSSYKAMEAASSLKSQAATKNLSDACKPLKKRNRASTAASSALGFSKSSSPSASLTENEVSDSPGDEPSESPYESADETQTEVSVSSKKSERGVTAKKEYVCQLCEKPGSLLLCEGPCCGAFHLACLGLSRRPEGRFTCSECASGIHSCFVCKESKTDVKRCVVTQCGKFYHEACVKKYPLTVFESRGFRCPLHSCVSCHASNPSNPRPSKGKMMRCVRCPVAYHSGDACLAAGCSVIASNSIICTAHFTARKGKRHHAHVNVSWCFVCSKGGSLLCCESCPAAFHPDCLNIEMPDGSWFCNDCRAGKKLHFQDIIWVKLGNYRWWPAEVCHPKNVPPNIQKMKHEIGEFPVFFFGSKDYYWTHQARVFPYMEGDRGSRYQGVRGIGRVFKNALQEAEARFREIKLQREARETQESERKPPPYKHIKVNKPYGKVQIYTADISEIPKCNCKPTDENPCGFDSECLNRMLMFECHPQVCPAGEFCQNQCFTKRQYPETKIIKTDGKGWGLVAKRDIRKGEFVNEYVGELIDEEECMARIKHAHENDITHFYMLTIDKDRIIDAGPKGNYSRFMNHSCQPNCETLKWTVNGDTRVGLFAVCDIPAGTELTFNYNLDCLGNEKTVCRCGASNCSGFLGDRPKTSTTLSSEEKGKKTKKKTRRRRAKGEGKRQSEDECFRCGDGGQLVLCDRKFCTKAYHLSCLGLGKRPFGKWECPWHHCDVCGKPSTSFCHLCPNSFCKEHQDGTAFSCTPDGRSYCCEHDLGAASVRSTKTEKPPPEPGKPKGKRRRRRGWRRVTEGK
# Cardiac RTF inh – cardiac RTF calcium sensitivity inhibitors, primary screen, biochemical, IANBD-TnC fluorescence, EC70 calcium. AID 493244, 2011. 340,000 tested, 0.12% active. inhibition, % at 7.15 µM. IANBD-labeled cardiac RTF, Ca2+ fluorescence;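 active means inhibition above the mean inhibition of all tested compounds plus 3 SD, cut at about 17% in these data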;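 further: assay run at fixed EC70 calcium of 1.6 mM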
# C-LANA FP – inhibitors of KSHV C-LANA binding to DNA, primary screen, biochemical, fluorescence polarization, FAM-LBS DNA, MBP-C-LANA, single point | Kaposi's sarcoma herpesvirus LANA C-terminal domain (residues 932-1162) DNA binding | inhibition, % at 9 µM | 340,000 tested, 0.078% active | AID 504423, 2011;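 active means highest replicate inhibition at or above 60% at 9 µM, even if other replicates fall short; inactive means all replicates below 60% inhibition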;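 further: 0% = neutral control wells and 100% = 4 µM acridine orange control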
# An asterisk follows results filed as active; / = no result given; & = joins results of further samples. Only part of the results is shown; count on the stated rates, not on these rows.
SMILES,Arrestin-AP2 inh,CAL PDZ FP-1,DAGLB inhibitor,Pemphigus Ab inh,CAL PDZ FP-2,Keap1-Nrf2 PPI,V-ATPase pH,NSD2 inh,Cardiac RTF inh,C-LANA FP
CCOC(=O)N1CCN(CC(=O)NC(=O)Nc2ccc3c(c2)OCCO3)CC1,-8,-0.2,1,101,-12,1,2,11,1,-0.5
O=C(Cn1cc[n+](Cc2ccccc2)c1)c1ccc([N+](=O)[O-])cc1,-7,-0.7,2,101,/,-6,1,0,2,-0.8
O=C(/C=C/c1cccc([N+](=O)[O-])c1)Nc1ccccc1N1CCOCC1,19,-2.5,0,96,-2,-2,2,0,0,-0.9
CC(C)N(Cc1ccccc1)C(=O)CCc1ccccc1,6,-0.6,-5,103,-2,-7,1,2,-6,0.2
O=[N+]([O-])c1cc(S(=O)(=O)N2CCCC2)ccc1O,1,-2.2,3,95,-3,-1,-4,1,-32,0.3
CCCCn1c(=O)cc(C)n(-c2ccccc2)c1=O,41,-0.6,-2,100,-4,0,1,-2,-6,1.4
COC(=O)c1c(NC(=O)c2c(OC)cccc2OC)sc2c1C(C(=O)OC)CC2 (stereo not given),37,-1.4,-6,94,-3,-3,0,-1,2,2.5
CC(=O)c1c(C)[nH]c(C(=O)OCC(=O)N(C)C)c1C,-6,-1.9,3,95,-3,-2,-4,1,11,-0.4
Nc1nc(-c2ccccc2)nc2nonc12,/,/,-2,101,/,/,-5,0,/,/
CC(C)C(c1nnnn1C1CCCC1)N1CCc2ccccc21 (stereo not given),-9,0.3,-1,91,-3,0,9,4,-2,-1.0
COc1cc(CNCCCN2CCOCC2)ccc1OCC(=O)Nc1cccc(C(F)(F)F)c1,4,-0.7,1,97,3,3,6,-4,-5,0.0
CN(CC(=O)Nc1ccc(N2CCOCC2)cc1)C(=O)c1cc(F)c(F)cc1Cl,-6,-1.2,1,101,-5,2,-7,4,-9,-0.5
Cc1cc(C)n(-c2ccc(Cl)c(C(=O)O)n2)n1,10,0.0,-7,56*,-4,-4,2,-2,-1,1.0
O=C(Nc1ccc(F)cc1F)N1CCC(c2nc3ccccc3o2)CC1,8,-1.0,1,98,-3,-4,-3,0,-1,-0.1
COC(=O)c1sccc1-n1cccc1C(=O)C(=O)N1CC(C)OC(C)C1 (stereo not given),-2,-0.3,0,/,/,-3,-6,0,-12,-0.2
Cc1cccn2c(CN3CCNC(=O)CC3)c(C(=O)N(C)CCc3ccccc3)nc12,-23,-1.5,1,/,-5,-8,1,6,-8,-1.4
Cc1ccc(N2CC(C(=O)OCC(=O)C(C)(C)C)CC2=O)cc1C (stereo not given),-5,-2.6,0,108,4,-4,2,41,-7,-1.8
CC(C)OCCCN(C)C1CCN(S(=O)(=O)c2ccc(-c3cc(C(F)(F)F)no3)s2)CC1,34,-2.0,1,/,-3,5,-6,-2,-2,0.3
Cc1ccc(/C=C2/C(=O)N=C(N)N2C)s1,1,0.5,3,114,-3,2,1,/,-6,0.5
O=C(c1cc(S(=O)(=O)N2CCOCC2)c(Cl)cc1Cl)N1CCN(S(=O)(=O)c2cccc(F)c2)CC1,-1,0.7,-3,93,0,-2,-3,-1,-2,-1.2
CCOC(=O)Cc1csc(NC(=O)CSc2ncnc3c2cnn3-c2ccc(OC)cc2)n1,7,-2.2,-1,100,-1,0,-2,-4,-2,-1.3
CC1(C)CC(NS(=O)(=O)OCC(Cl)(Cl)Cl)c2cc(C#N)ccc2O1 (stereo not given),14,-0.7,-9,110,0,1,-5,/,-6,1.9
Cc1ccc2nc(CSc3nnc(Nc4ccccc4F)s3)cc(=O)n2c1,-4,0.4,0,85,1,-4,-1,4,-3,1.4
O=C(CCC(=O)OCC(=O)c1ccc(Br)cc1)NC1CCCCC1,3,-1.8,-2,65,-2,-4,-1,-2,5,1.5
CC(=O)O[C@H]1C(=O)[C@@]2(C)[C@H]([C@H](OC(=O)c3ccccc3)[C@]3(O)C[C@H](OC(=O)[C@H](O)C(NC(=O)c4ccccc4)c4ccccc4)C(C)=C1C3(C)C)[C@]1(OC(C)=O)CO[C@@H]1C[C@@H]2O (stereo not given in full),2,-0.5,2,91,-3,5,-1,/,14,-1.1

# Arranged by length of the SMILES (falling): part of the list above.
SMILES,Arrestin-AP2 inh,CAL PDZ FP-1,DAGLB inhibitor,Pemphigus Ab inh,CAL PDZ FP-2,Keap1-Nrf2 PPI,V-ATPase pH,NSD2 inh,Cardiac RTF inh,C-LANA FP
CC(C)OCCCN(C)C1CCN(S(=O)(=O)c2ccc(-c3cc(C(F)(F)F)no3)s2)CC1,34,-2.0,1,/,-3,5,-6,-2,-2,0.3
CCOC(=O)Cc1csc(NC(=O)CSc2ncnc3c2cnn3-c2ccc(OC)cc2)n1,7,-2.2,-1,100,-1,0,-2,-4,-2,-1.3
Cc1cccn2c(CN3CCNC(=O)CC3)c(C(=O)N(C)CCc3ccccc3)nc12,-23,-1.5,1,/,-5,-8,1,6,-8,-1.4
COC(=O)c1c(NC(=O)c2c(OC)cccc2OC)sc2c1C(C(=O)OC)CC2 (stereo not given),37,-1.4,-6,94,-3,-3,0,-1,2,2.5
Cc1ccc(N2CC(C(=O)OCC(=O)C(C)(C)C)CC2=O)cc1C (stereo not given),-5,-2.6,0,108,4,-4,2,41,-7,-1.8
Cc1ccc2nc(CSc3nnc(Nc4ccccc4F)s3)cc(=O)n2c1,-4,0.4,0,85,1,-4,-1,4,-3,1.4
O=[N+]([O-])c1cc(S(=O)(=O)N2CCCC2)ccc1O,1,-2.2,3,95,-3,-1,-4,1,-32,0.3
Nc1nc(-c2ccccc2)nc2nonc12,/,/,-2,101,/,/,-5,0,/,/

# Remaining list, next part
SMILES,Arrestin-AP2 inh,CAL PDZ FP-1,DAGLB inhibitor,Pemphigus Ab inh,CAL PDZ FP-2,Keap1-Nrf2 PPI,V-ATPase pH,NSD2 inh,Cardiac RTF inh,C-LANA FP
O=C(CCC(=O)Nc1ccccc1)NCCO,-2,-0.6,0,105,2,-9,-1,-2,6,-1.1
O=C(NC1CCCCCCC1)c1cccnc1,-15,-0.1,-1,91,1,-5,-4,-2,-9,-2.0
O=C1c2ccccc2C(=O)c2[nH]c(=O)[nH]c21,16,1.2,0,96,6,6,2,35,0,-2.4
CC(=O)c1ccc(NS(=O)(=O)c2cc3c(cc2C)N(C)CCO3)cc1,3,0.1,2,102,/,1,-2,12,-4,-2.1
CCOC(=O)c1c(NC(=O)CSc2nnnn2C)sc(C)c1-c1ccc(C)cc1,11,/,-6,101,0,-4,6,4,2,-0.2
CC1(C)CC(=O)C(C=Nc2ccc(C(=O)c3ccccc3)cc2N=CC2=C(O)CC(C)(C)CC2=O)=C(O)C1,7,0.0,-8,101,3,-7,2,2,-82,0.8
CC(=O)c1cnc2sccn2c1=O,-12,-0.3,-2,95,1,0,2,6,1,-1.4
Cc1ccc(COn2c(-c3ccc(Cl)cc3Cl)nc3ncccc32)cc1,11,-1.1,0,/,24,-4,10,2,5,-1.4
COc1cccc(N2CCN(c3ccc4nnc(CCC(=O)Nc5ccccc5OC)n4n3)CC2)c1,-9,-0.3,0,104,2,-6,5,6,-5,1.1
COc1cc(OC)c(C2=NOC(C(=O)N3CCN(C(=O)c4ccco4)CC3)C2)cc1Cl (stereo not given),7,-1.2,-1,106,-5,-3,2,15,-5,3.0
Cc1ccc2nc(NC(=O)COC(=O)c3ccncc3)sc2c1,-6,33,4,102,62*,-2,2,-3,-3,-1.6
Cc1[nH]c(C)c(S(=O)(=O)Nc2cccc(Cl)c2C)c1C(=O)N1CCCCC1,-4,-0.9,-1,/,-6,-2,1,17,-2,-1.3
COc1ccc(OC)c(N(CC(=O)O)S(=O)(=O)c2ccc(OC)c(OC)c2)c1,13,-1.8,0,104,-1,2,2,3,8,0.8
COC(=O)c1ccc(S(=O)(=O)N2CCC(O)CC2)n1C,11,1.2,1,/,0,-4,1,-2,-9,0.5
CCOc1cc(N2CCOCC2)c(OCC)cc1NC(=O)c1nn(CC)c(=O)c2ccccc12,18,0.6,2,99,-2,-3,1,9,-2,0.6
Cc1ccc2cc(CCNS(=O)(=O)c3ccc(Br)cc3)c(=O)[nH]c2c1C,18,-2.0,0,98,-2,-5,-2,2,4,-3.9
CC(C)(C)NC(=O)CSc1nnc(-c2ccccn2)n1-c1ccccc1,5,-0.9,2,113,5,-5,6,/,-8,-3.0
CC(=O)Nc1cccc(Nc2nc(-c3ccccc3F)nc3ccccc23)c1,9,-4.8,-4,93,-2,4,-1,-5,-5,-1.4
CC(=O)c1cccc(NC(=O)Nc2ccc3c(c2)N(C)C(=O)CS3)c1,2,-0.5,0,99,-2,-5,-1,0,-3,-0.8
CCCCn1c(N)c(N(CC(C)C)C(=O)c2ccc(-c3ccc([N+](=O)[O-])cc3)o2)c(=O)[nH]c1=O,-9,-0.2,4,110,-5,3,0,3,5,-2.2
Cc1ccccc1N1CC(C(=O)Nc2ccc(S(=O)(=O)N3CCOCC3)cc2)CC1=O (stereo not given),-4,-2.3,1,98,-4,0,1,85*,0,-1.2
CCC(=O)c1cn(CC(=O)Nc2c(C)cccc2C)c2ccccc12,-2,0.1,-4,103,-2,-4,0,-2,-7,3.1
O=C(CCn1c(=O)[nH]c2ccccc2c1=O)N1CC=C(c2ccccc2)CC1,21,-0.6,1,83,-4,-8,-3,4,6,0.9
COc1ccccc1/C=N/NC(=O)c1csc(C)c1C,-3,-0.4,-2,115,-4,2,-1,-1,-5,-0.2
COCCn1c(=O)[nH]c2cc(C(=O)NCCN3CCN(c4cccc(Cl)c4)CC3)ccc2c1=O,1,-0.5,4,96,-3,-1,-1,4,-3,1.5
COc1ccc(CN2CCN(c3ccccn3)CC2)c(OC)c1C,32&-5,0.7&16,-5&-2,87&120,-7&-4,-3&-2,-1&-2,2&11,3&7,0.4&2.7
